Bioassay records (PubChem)
NPR1 activator – GC-A stimulated cGMP production enhancers – HEK293 GC-A cells, cGMP TR-FRET, EC30 ANP, primary screen. Atrial natriuretic peptide receptor 1 (Homo sapiens), P16066. 0% at EC30 ANP, 100% saturating ANP. activation, % at 10 µM. 370,000 tested, 0.14% active; in the data active means activation above about 40%
DAX1 inh-1 – DAX1 (NR0B1) inhibitors, primary screen, cell-based, HEK293, Gal4-DAX1, luciferase luminescence | AID 504766, 2011 | 340,000 tested, 0.99% active | Nuclear receptor subfamily 0 group B member 1 (Homo sapiens), P51843 | inhibition, % at 6.75 µM | HEK293 Gal4-DAX1 luciferase reporter;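 active means inhibition above the mean over all tested compounds plus 3 SD, cut at about 4.2% in these data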;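 further: 0% = DAX1-transfected cells with DMSO and 100% = empty-vector control cells with DMSO; inhibition shows as a rise in luminescence from relieved DAX1 repression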
hcDAF-12 act – H. contortus DAF-12 nuclear receptor activators, primary screen, cell-based, luminescence, HEK293, lit1-tk-luc reporter | activation, % at 6.8 µM | 370,000 tested, 1.4% active | HEK293 hcDAF-12 lit1-tk-luc reporter; 0% DMSO, 100% Δ7-dafachronic acid | AID 652067, 2013;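 active means activation above the mean of all tested compounds plus 3 SD, cut at about 5.5% in these data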;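 further: 100% = response to 3 µM Δ7-dafachronic acid high control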
hgDAF-12 ag – H. glycines DAF-12 receptor agonists, primary screen, cell-based, luminescence, HEK293, GAL4 fusion, UAS-luciferase; HEK293 GAL4-hgDAF12 UAS-luciferase reporter, agonist luminescence; normalized to butyrate control; activation, % at 6.8 µM; AID 687014, 2013; 370,000 tested, 1.8% active; Nuclear hormone receptor DAF-12 (Heterodera glycines), GAL4 fusion;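 active means activation above a cutoff set at the mean of all screened compounds plus 3 SD, cut at about 10% in these data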;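 further: 0% = DMSO wells and 100% = sodium butyrate wells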
ADAM10 inh – human ADAM10 inhibitors, primary screen, biochemical, QFRET, HTS. inhibition, % at 7 µM. 370,000 tested, 0.62% active. recombinant ADAM10, EDANS/DABCYL FRET peptide cleavage, 3 h. AID 720582, 2013. Disintegrin and metalloproteinase domain-containing protein 10 (Homo sapiens), O14672;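 active means inhibition above a per-campaign cutoff equal to the mean of compounds falling between control-based bounds plus 3 SD, cut at about 20% in these data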;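 further: 0% = DMSO wells while the 100% control is not disclosed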
Target sequence (O14672 214-748 limits assumed): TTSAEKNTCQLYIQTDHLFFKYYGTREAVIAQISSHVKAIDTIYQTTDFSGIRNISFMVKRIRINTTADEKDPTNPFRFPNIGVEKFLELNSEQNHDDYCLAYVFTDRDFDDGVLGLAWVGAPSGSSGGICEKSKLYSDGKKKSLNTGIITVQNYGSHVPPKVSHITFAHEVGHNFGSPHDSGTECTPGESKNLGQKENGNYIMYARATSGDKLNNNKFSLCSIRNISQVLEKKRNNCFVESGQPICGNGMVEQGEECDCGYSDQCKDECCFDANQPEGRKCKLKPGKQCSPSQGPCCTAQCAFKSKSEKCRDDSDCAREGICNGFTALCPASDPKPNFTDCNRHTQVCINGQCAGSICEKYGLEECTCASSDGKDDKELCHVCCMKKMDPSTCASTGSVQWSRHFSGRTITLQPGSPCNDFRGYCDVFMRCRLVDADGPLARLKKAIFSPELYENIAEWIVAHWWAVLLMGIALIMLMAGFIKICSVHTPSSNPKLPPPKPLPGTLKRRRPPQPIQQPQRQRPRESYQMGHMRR
HGIII-sPLA2 inh – human group III sPLA2 inhibitors, primary screen, biochemical, QFRET, BODIPY PC-A2 liposome substrate | QFRET BODIPY PC-A2 liposome hydrolysis, fluorescence | Group 3 secretory phospholipase A2 (Homo sapiens), Q9NZ20 | 370,000 tested, 0.56% active | inhibition, % at 12.2 µM;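 active means inhibition above mean plus 3 SD of compounds lying within the high and low control bounds, cut at about 19% in these data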;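 further: 0% = median of test compound wells and 100% = no enzyme DMSO wells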
Target sequence (Q9NZ20 whole entry, looked up): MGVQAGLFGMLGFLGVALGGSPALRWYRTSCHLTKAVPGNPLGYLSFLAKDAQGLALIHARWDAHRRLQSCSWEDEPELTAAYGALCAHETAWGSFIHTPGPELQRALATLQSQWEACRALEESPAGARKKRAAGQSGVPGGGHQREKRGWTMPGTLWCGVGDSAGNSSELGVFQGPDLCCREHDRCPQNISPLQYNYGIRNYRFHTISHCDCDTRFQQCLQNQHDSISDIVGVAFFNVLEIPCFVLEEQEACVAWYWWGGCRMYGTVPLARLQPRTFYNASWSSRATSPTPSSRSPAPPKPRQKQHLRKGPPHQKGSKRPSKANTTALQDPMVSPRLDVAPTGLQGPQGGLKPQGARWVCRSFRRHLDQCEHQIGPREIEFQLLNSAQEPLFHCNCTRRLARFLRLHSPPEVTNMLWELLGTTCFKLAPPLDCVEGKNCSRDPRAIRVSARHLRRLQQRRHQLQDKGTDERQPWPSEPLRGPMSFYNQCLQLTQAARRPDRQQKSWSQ
ssDAF12 agonist – S. stercoralis DAF-12 nuclear receptor activators, primary screen, cell-based, luminescence, HEK293, GRIP1 co-expression, lit1-tk-luc; HEK293 ssDAF-12/GRIP1 lit1-tk-luc reporter; % of 3 µM dafachronic acid response; activation, % at 6.8 µM; 370,000 tested, 1% active;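 active means activation above the mean over all tested compounds plus 3 SD, cut at about 0.9% in these data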;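 further: 0% = DMSO-only wells and 100% = 3 µM delta7-dafachronic acid wells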
FXN GAA850 act – FXN promoter activators, primary screen, cell-based, luciferase luminescence, HEK293 lucGAA850; HEK293 lucGAA850 FXN promoter luciferase reporter, 24 h; percent of 10 µM SAHA response; activation, % at 6 µM; 360,000 tested, 0.56% active; AID 540364, 2011;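 active means activation above the average of all compounds screened plus 3 SD, cutoff fixed separately per campaign, cut at about 7.5% in these data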;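 further: 0% = DMSO wells and 100% = 10 µM SAHA wells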
DAX1 inh-2 – DAX1 (NR0B1) inhibitors on StAR promoter, primary screen, cell-based, luminescence, SF-1 (NR5A1), full-length DAX-1. HEK293T StAR-luciferase reporter, SF-1/DAX-1 repression relief. inhibition, % at 6.8 µM. 370,000 tested, 1.1% active. AID 652010, 2013;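 active means inhibition above the mean over all tested compounds plus 3 SD, cut at about 3.6% in these data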;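 further: 0% = DAX-1 cells with DMSO and 100% = cells lacking DAX-1 with DMSO; higher inhibition means more luminescence from relief of DAX-1 repression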
NPR2 activator – human GC-B receptor activators, primary screen, HEK293 GC-B cells, cGMP TR-FRET, EC30 CNP | Atrial natriuretic peptide receptor 2 (Homo sapiens), P20594 | 0% at EC30 CNP, 100% saturating CNP | activation, % at 10 µM | 370,000 tested, 0.11% active;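 active means activation at 10 µM reaching about 35% in either raw or pattern-adjusted values, limit read from the data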
SMARCA2 activ – SMARCA2 (BRM) function activators, primary screen, cell-based, luminescence, high throughput; activation, % at 9.1 µM; AID 652017, 2013; 370,000 tested, 1% active; MG213 cells, MMTV-luciferase reporter, dexamethasone, overnight; in the data active means activation above about 7.8%;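 further: 0% = vehicle wells and 100% = reference activator wells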
* marks the source's active call; other numbers are inactive results; nt = not tested or not shown.

SMILES	NPR1 activator	DAX1 inh-1	hcDAF-12 act	hgDAF-12 ag	ADAM10 inh	HGIII-sPLA2 inh	ssDAF12 agonist	FXN GAA850 act	DAX1 inh-2	NPR2 activator	SMARCA2 activ
C=C1C(=O)[C@]23C[C@H]1CCC2[C@]1(C)C(=O)CC[C@@](C)(C(=O)O)C1C[C@@H]3O (some centres undefined)	0	nt	-0.6	-1.0	0	5	-1.4	nt	2.9	6	31*
O=S(=O)(O)CCS	2	0.9	1.2	2.5	-5	2	-0.6	0.3	-0.2	5	-2
Cc1ccc(F)cc1NC(=O)c1ccc(OCC2CCCO2)cc1 (centres undefined)	2	0.8	-1.1	4.4	-13	5	-0.7	2.1	0.0	3	-1
O=C(CN1CCC(O)(c2ccc3c(c2)OCO3)CC1)OC1CCCCC1	2	-0.4	-1.1	-0.8	0	1	-0.8	0.8	0.4	3	-1
CCCNC(=O)N1CCN(c2ncccn2)CC1	-1	0.9	1.9	-2.9	-2	3	-0.8	1.2	-0.2	-1	1
CCOC(=O)c1cnc(SCC(=O)Nc2cc(OC)ccc2OC)nc1N	4	-3.1	-2.0	-1.0	3	3	-1.3	1.0	-1.0	6	-3
O=C(c1ccc(N2CCCC2)c([N+](=O)[O-])c1)N1CCN(CCO)CC1	4	-1.6	-3.0	1.8	0	7	-1.3	2.4	0.3	1	-1
COc1ccc(C(C)(C)C)cc1NC(=O)c1cncc(Br)c1	3	-1.1	-2.2	-2.5	6	5	-1.3	0.3	-0.9	1	2
CCCNC(=O)c1cccc(COCC(F)(F)F)c1	-3	-2.3	0.4	-0.5	-8	-2	-1.3	1.6	0.1	1	-1
Cc1cc(-n2nc(C)cc2C)nc(N)n1	4	-0.4	-0.5	-0.8	-1	1	-0.8	1.6	0.3	2	0
CN[C@H](C)C(=O)NC[C@H]1O[C@@H](n2ccc(N)nc2=O)[C@H](O)[C@@H]1O	-3	0.1	-1.8	-2.2	-6	5	-0.8	1.7	0.8	4	0
CCCCc1nc2cc(C(=O)NCCc3cnn(C)c3)ccc2o1	0	-0.1	2.9	2.2	-7	5	-0.7	1.5	1.8	1	-1
CCN(CC)c1ccc(/C=N/NC(=O)c2cc3ccccc3[nH]2)cc1	-4	-0.1	0.2	3.4	-87	8	-0.3	3.8	-0.4	-1	3
COc1cc2cc(CCCOC(=O)c3ccco3)oc(=O)c2cc1OC	-5	0.8	2.5	-1.0	-8	1	-1.3	0.8	-0.8	-3	0
Cc1cc(OCC(=O)OCC(=O)Nc2cc(C(F)(F)F)ccc2N2CCOCC2)ccc1Cl	-3	-0.6	0.5	-0.5	4	-2	-0.2	-0.2	-0.5	-12	3
CC1CN(c2nc3ccccn3c(=O)c2/C=C(\C#N)C(=O)N2CCOCC2)CC(C)O1 (centres undefined)	1	0.7	0.3	-0.8	0	2	-1.0	-0.8	-0.4	-1	-3
CCCCn1c(N)c(N(CCOC)C(=O)c2cc(-c3ccccc3)nc3ccccc23)c(=O)[nH]c1=O	4	7.0*	0.5	1.9	-19	2	-0.3	-2.1	1.5	-4	-2
COc1ccc(F)cc1C(=O)COC(=O)c1n[nH]c(=O)c2ccccc12	-1	0.3	-1.3	2.6	-7	11	-1.2	1.0	0.7	-3	-3
COc1ccc(C(=O)Nc2cccc(/C=C(\CCC(=O)O)c3nc4ccccc4s3)c2)cc1	-9	-2.4	1.0	5.2	-54	-23	-0.9	1.7	0.6	-2	2
Cc1cccc(NCc2n[nH]c(=S)n2-c2ccccc2)c1	-1	2.4	-0.5	3.2	0	10	-1.4	2.9	-0.1	3	-1
O=C(CN1CCN(c2ccc(F)cc2)CC1)Nc1nnc(-c2ccccc2)s1	-3	0.5	1.1	-0.1	5	1	-1.3	1.4	0.7	-6	2
CCCCCCSc1ccc([C@H]2N[C@@](C)(C(=O)OC)[C@H]3C(=O)N(CC)C(=O)[C@@H]23)cc1	2	0.3	0.8	-2.1	9	-13	-1.4	0.5	-0.1	-1	0
CCn1c(CNC(=O)Cc2ccc(OC)cc2)nnc1SCCOc1ccccc1	1	-2.7	-3.0	-3.8	4	-4	-2.0	-1.8	-1.2	1	-2
CCOCCCNC(=O)CN1C(=O)COc2ccc(S(=O)(=O)N3CCCC3)cc21	4	1.1	-0.4	-0.3	-6	1	-1.1	0.5	0.1	2	4
Cc1cc(C)c(Cn2cnc3ccccc32)c(C)c1	-6	-1.2	-0.4	-1.2	-18	-1	-0.3	0.8	-1.4	-1	-7
COc1cc(NC(=S)N2CCN(Cc3ccccc3)CC2)cc(OC)c1	2	-0.3	-1.3	-1.6	-9	6	-1.4	0.6	0.0	2	-4
Cc1cccc(C2=NN(c3ccccc3)[C@@H](C(=O)N3CCOC3=O)[C@@H]2c2ccccc2)c1	-18	0.4	0.8	0.9	-223	-13	-0.1	-0.2	3.7*	-11	-6
COc1ccc([C@H]2N[C@]3(CCCN(Cc4ccccc4)C3=O)[C@H]3C(=O)N(C)C(=O)[C@@H]23)cc1	1	2.1	0.1	-0.9	-14	5	-0.5	1.4	-0.8	1	-1
CCC(CC)C(=O)Nc1cc(NC(=O)C(CC)CC)cc(C(=O)O)c1	0	0.7	-0.1	-2.5	2	2	-1.4	0.7	0.0	4	1
COc1ccc(CN=C2NC(=O)CC(C(=O)Nc3ccc(Cl)cc3)S2)cc1 (centres undefined)	-1	-1.9	-0.9	-1.3	6	-9	-1.9	1.1	-0.5	-4	-3
COc1ccc(S(=O)(=O)NCC2CCC(C(=O)NCCCN3CCCC3=O)CC2)cc1 (centres undefined)	4	0.5	-0.7	-0.1	0	-1	-0.8	0.8	0.0	5	0
Nc1ccn(CC(=O)NCc2ccc3[nH]ccc3c2)c(=O)n1	2	0.5	-1.3	2.6	-8	6	-1.2	-0.3	-0.1	1	2
Cc1ccc(Nc2nc(=O)c3cc([N+](=O)[O-])ccc3s2)cc1	6	2.6	-0.9	-3.8	0	-4	0.0	-0.7	-0.1	-2	-1
COc1ccc(NC(=O)c2cccs2)cc1C(=O)N1CCN(c2ccccc2)CC1	1	-0.1	-2.2	-2.0	-5	2	-1.4	-3.1	-0.3	-3	-1
CCCN1CNC(=S)N(c2ccccc2C)C1	-3	-0.7	0.2	-2.2	-4	1	0.3	-2.3	-0.5	2	1
O=C(CN1CCC(n2nnc3cc(F)ccc32)CC1)Nc1ccccc1N1CCOCC1	-4	-0.8	-1.4	2.0	3	4	-1.3	-0.1	0.2	-1	2
COC(=O)[C@]12C[C@H](CC(=O)N3CCN(C(=O)c4ccco4)CC3)C(=O)N(CCC3=CCCCC3)C1=C[C@H](C1CCCC1)O[C@@H]2C	-4	nt	-1.0	0.6	6	-10	-1.7	nt	0.3	-2	-2
O=C(NNS(=O)(=O)c1cccc(Cl)c1)c1cc(-c2ccc(F)cc2)nc2ccccc12	-5	2.1	-2.2	-3.2	-38	-29	-2.0	0.3	0.0	0	-3
CC(=O)/C(N=Nc1ccc(C(=O)O)cc1[N+](=O)[O-])=C(\C)O	1	-0.1	-0.9	0.1	1	5	-1.2	0.7	0.6	-2	-2
COc1ccc(C(CNC(=O)/C=C/c2c(Cl)nc3ccccn23)N(C)C)cc1 (centres undefined)	-5	0.5	-0.4	-0.1	-14	-2	-1.4	-0.9	0.4	-5	4
Cc1sc2nc(CSCC(=O)Nc3ccc(Cl)cc3F)[nH]c(=O)c2c1C	-5	0.4	-0.7	-2.1	-15	-5	-1.1	1.7	-0.8	-4	-2
COC(=O)[C@]12C[C@H](CC(=O)NCCCN3CCCC3=O)C(=O)N(CCc3ccc(OC)c(OC)c3)C1=C[C@H](COCc1ccccc1)O[C@@H]2C	5	nt	-0.8	4.4	-12	11	-0.2	nt	-1.3	3	-3
S=C(c1ccc(-c2cc(Cl)ccc2Cl)o1)N1CCOCC1	18	0.6	-1.9	0.7	-6	1	-1.2	-0.4	0.3	43*	-4
CCOC(=O)c1c(C)oc2c1c1c(c3ccccc32)OCN(CCCC(=O)O)C1	3	5.0*	8.9*	7.5	-3	-12	1.2*	0.7	1.7	-3	4
CCC(CC)C(=O)Nc1c(C(=O)N2CCN(c3ccccc3)CC2)oc2ccccc12	-1	-1.3	-1.6	-1.5	-6	11	-1.3	-1.9	-1.0	11	-2
COc1cccc(C(C(=O)NC2CCCCC2)N(C(=O)Cc2cccs2)c2ccc(-n3cnnn3)c(OC)c2)c1 (centres undefined)	-3	0.9	-0.8	-0.1	-8	1	-1.2	-1.4	0.3	-4	-2
CCCn1nnc(NC(=O)c2ccc(OCC)c(Cl)c2)n1	0	1.0	-1.0	3.1	2	24*	-1.0	3.9	0.4	-5	3
CCCc1cc(=O)oc2cc(OCC(=O)NCCc3ccc(S(N)(=O)=O)cc3)ccc12	0	0.6	0.6	3.6	-89	2	-0.8	-1.0	-4.0	-7	-1
CCCCOC(=O)CSCC(=O)N1N=C(c2cccs2)CC1c1ccc(F)cc1 (centres undefined)	0	-0.3	-0.1	-0.8	-65	-16	-0.9	0.4	0.0	-7	-3
CCn1c(C)nc2cc(C(=O)OC)ccc21	5	0.0	0.6	2.0	-1	3	-0.9	4.3	1.0	-1	0
CCCc1cc(C(=O)N2CCCC(C(=O)c3ccc(Cl)cc3)C2)n(C)n1 (centres undefined)	-8	0.0	-0.2	-1.2	-4	-2	-1.1	-1.7	-0.5	-2	-3
CC(=O)Nc1cccc(NC(=O)C2CC(=O)N(C3CCCCC3)C2)c1 (centres undefined)	3	0.2	-1.9	1.1	-3	0	-0.5	1.1	-0.5	-4	-2
O=S1(=O)c2ccc(Br)cc2OCCC2CCCCN21 (centres undefined)	1	nt	1.4	2.2	-13	-1	-0.4	nt	-0.5	1	1

Records listed above that bear a hit mark in SMARCA2 activ.
Molecule	NPR1 activator	DAX1 inh-1	hcDAF-12 act	ADAM10 inh	HGIII-sPLA2 inh	ssDAF12 agonist	FXN GAA850 act	DAX1 inh-2	NPR2 activator	SMARCA2 activ
C=C1C(=O)[C@]23C[C@H]1CCC2[C@]1(C)C(=O)CC[C@@](C)(C(=O)O)C1C[C@@H]3O (some centres undefined)	0	nt	-0.6	0	5	-1.4	nt	2.9	6	31*
